# PTAP TSG101 blk: blocks PTAP/TSG101 interaction to inhibit HIV-1 budding; Fluorescence polarization, FITC-PTAP peptide / Tsg101 binding; Potency, µM (series often up to 115 µM), without a hit: top-dose activity change, negative = inhibition, usual class: inhibitors; 340,000 tested, under 10 active; Q99816; active means well fitted inhibition curve with a large enough effect in the main read-out, with a control signal flat, not every such curve was filed as active; inconclusive means small, poorly fitted or top-dose-only effect, or effect the other way, or a change in a side signal; inactive means no such curve, though single readings can be large or run the other way; further: potency means the concentration at half of the fitted maximal effect; % of control where 0% means no effect
#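 FP read-out: FITC-PTAP peptide, 50 nM final, binding Tsg101 binding domain, 10 uM final; 20 min, r.t.; 10 mM HEPES pH 7.5, 0.15 M NaCl, 0.01% Tween 20, 3 mM EDTA, 0.1 mM TCEP.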
# TCR activator: activates T cell receptor signaling. Potency, µM (top dose mostly 9.22 µM), for the others: at the top dose activation of IL-2 secretion, hits mostly activators. AID 504894. 330,000 tested, under 10 active. primary human leukocytes, anti-CD3, IL-2 HTRF, 48 h; further: % of control where 0% means no effect
#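 TCR engagement came from a-CD3 beads alone, with compounds added to primary human leukocytes for 48 hr. Secreted IL-2 bridged europium cryptate- and d2-labelled anti-IL-2 antibodies, giving FRET emission at 665nm after 320nm excitation.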
# Integrin act MD: activators of alpha7 integrin expression for muscular dystrophy. alpha7betagal myoblasts, beta-gal FDG fluorescence, 48 h. Potency, µM (titrated, usually from 38.3 µM), without a hit: at the top dose activation, most hits filed as activators. 350,000 compounds, 0.064% hits. AID 624291;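 further: potency means the concentration at half of the fitted maximal effect; 100% = response of the positive control SU9516; nearly all actives have a fitted effect of over 60% in size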
#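 alpha7betagal+/- myoblasts (passage 13, 250/well) treated 48 h at 37C with compounds at 1:260 dilution of DMSO stock. Lysed, then beta-galactosidase activity read as FDG fluorescence (ex 480/em 540) after 30 min, with pre-read for autofluorescence.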
# Mito fusion yeast: blocks mitochondrial division or promotes mitochondrial fusion; Potency, µM (titrated, usually from 46.1 µM), inactives show at the highest dose growth rescue (activation), usual class: activators; AID 485298; 320,000 compounds, 0.23% hits; S. cerevisiae fusion-defective mutant growth rescue, CellTiterGlo 48 h;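 further: potency means the concentration at half of the fitted maximal effect; % of control where 0% means no effect; nearly all actives have a fitted effect of over 45% in size; temperature-sensitive fusion mutants such as fzo1-1 at 37 °C on non-fermentable ethanol glycerol medium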
#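 Growth-rescue viability read-out: after 48 h at the non-permissive 37C in glycerol/ethanol YPEG, yeast mitochondrial fusion mutants are measured by CellTiterGlo luminescence; compounds (23 nl pinned per well) restoring growth score as division inhibitors or fusion activators.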
# Chronic BCR inh: blocks chronic active B-cell receptor signaling. 340,000 compounds, 0.05% hits. Potency, µM (doses to about 46.1 µM), inactives show at the top dose ratio change, negative = lower green/red ratio, most hits filed as inhibitors. AID 493014. ABC-DLBCL IkBa-CBG/CBR reporter, luminescence ratio, 4 h; active means well fitted inhibition curve with a large enough effect in the signal ratio, with a control signal flat, not every such curve was filed as active; inconclusive means small, poorly fitted or top-dose-only effect, or effect the other way, or a change in a side signal; the % refers to the signal ratio;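 further: potency means the concentration at half of the fitted maximal effect; plate controls were basal doxycycline-induced cells for no effect and cells given 10 µM MG132 for full effect; MG132 reads +100%, hits lower the ratio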
#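 Concentration-response series (up to 46 uM) were applied to TMD8 dual-reporter cells for 4 h at 37C with doxycycline. Green/red ratio, after filter-overlap correction, defined %Activity; red signal alone was normalised to basal cells and zero luminescence.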
# TSHR antagonist: human thyrotropin receptor antagonism; P16473; TSHR-expressing cells, TSH-stimulated cAMP HTRF, 2 h; active compounds read low; activity change, negative = inhibition, % at 11.5 µM; 330,000 compounds, 0.2% hits; AID 504810;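 active means activity change below a set negative limit, meaning inhibition stronger than a set level, cut at about -70% in these data; inconclusive means activity change between two set negative limits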; further: on the % scale 0 is the no-effect control and ±100 the full control effect
# Target sequence (P16473 whole entry, looked up): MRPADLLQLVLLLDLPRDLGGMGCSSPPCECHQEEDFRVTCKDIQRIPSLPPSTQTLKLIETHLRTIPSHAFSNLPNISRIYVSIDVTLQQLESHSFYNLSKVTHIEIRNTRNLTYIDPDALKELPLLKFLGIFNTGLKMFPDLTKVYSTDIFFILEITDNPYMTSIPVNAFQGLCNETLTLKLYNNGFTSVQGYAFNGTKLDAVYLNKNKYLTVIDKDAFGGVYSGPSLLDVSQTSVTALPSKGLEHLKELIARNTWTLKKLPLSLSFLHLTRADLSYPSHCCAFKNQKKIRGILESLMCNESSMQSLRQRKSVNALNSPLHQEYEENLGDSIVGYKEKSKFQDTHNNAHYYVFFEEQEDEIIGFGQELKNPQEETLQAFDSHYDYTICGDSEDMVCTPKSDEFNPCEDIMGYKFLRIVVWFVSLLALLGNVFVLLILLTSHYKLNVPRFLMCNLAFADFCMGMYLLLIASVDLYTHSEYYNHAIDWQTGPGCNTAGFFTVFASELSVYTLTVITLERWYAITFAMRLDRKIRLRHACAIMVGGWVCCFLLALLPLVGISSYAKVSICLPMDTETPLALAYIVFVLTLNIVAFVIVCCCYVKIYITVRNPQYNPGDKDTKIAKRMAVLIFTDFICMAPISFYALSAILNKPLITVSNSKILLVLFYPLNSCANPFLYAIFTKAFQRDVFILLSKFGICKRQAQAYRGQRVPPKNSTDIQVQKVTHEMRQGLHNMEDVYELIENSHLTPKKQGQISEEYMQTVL
#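 Freshly harvested TSHR cells receive pin-tooled compound, then EC80 TSH at 4nM final. After 2 hours at 37 deg C, antibody in lysis buffer and cAMP-d2 are added; 30 minutes at ambient temperature precede the HTRF read.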
# ELG1 repair inh: inhibitors of ELG1-dependent DNA repair in HEK293T cells. Potency, µM (titrated, usually from 46.1 µM), for inactives: top-dose activity change, negative = inhibition, most hits filed as inhibitors. HEK293T ELG1-luciferase reporter, luminescence, 16 h; DNA damage induced by 5-fluorouridine. 330,000 compounds, 2.3% hits; further: potency means the concentration at half of the fitted maximal effect; on the % scale 0 is the no-effect control and ±100 the full control effect; nearly all actives have a fitted effect of over 55% in size
#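 Luminescence from the luciferase reporter, measured 30 min after ONE-Glo reagent at room temperature, was the read-out. Beforehand, 2,000 cells per well were exposed for 16 hr at 37 °C to 5-fluorouridine together with compound or vehicle.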
# S-ASM inh: human S-ASM enzyme inhibition | Potency, µM (highest dose often 57.5 µM), inactives show top-dose activity change, negative = inhibition, most hits filed as inhibitors | 340,000 compounds, 0.006% hits | placental ASM, HMU-PC fluorogenic substrate, 60 min | P17405; further: potency means the concentration at half of the fitted maximal effect
#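 Fluorescence read-out (Ex 386 nm, Em 447 nm) after stopping the reaction at pH 10. Enzyme: ASM from human placenta; substrate HMU-PC0, 9 uM final; 60 min, 37 °C. Compound preincubation 10 min, ambient temperature.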
# A-T KAP1 phos: potential ataxia-telangiectasia treatment; […] A-T fibroblasts, KAP-1 phosphorylation AlphaLISA; neocarzinostatin DNA damage 30 min before lysis; Potency, µM (doses to about 57.5 µM), inactives show at the highest dose activation, most hits filed as activators; 320,000 compounds, 0.19% hits; further: potency means the concentration at half of the fitted maximal effect; % of control where 0% means no effect; nearly all actives have a fitted effect of over 45% in size
#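 ATM-like activity read as KAP-1 phosphorylation via AlphaLISA donor/acceptor antibody pairs after lysis and 6 hr at 25C. Cells were ATM-null patient fibroblasts ([…], hTERT), dosed 60 min, then exposed to the DSB inducer NCS for 30 min.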
# Tb PFK block: inhibitors of T. brucei phosphofructokinase; O15648; Potency, µM (doses to about 57.5 µM), for inactives: at the highest dose activity, negative = inhibition, usual class: inhibitors; 330,000 compounds, 0.17% hits; T. brucei PFK, ADP-Glo luminescence;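 further: potency means the concentration at half of the fitted maximal effect; 0% = uninhibited 1x PFK enzyme wells and -100% = no-enzyme wells; nearly all actives have a fitted effect of over 60% in size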
#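 Luminescent ADP detection (ADP-Glo, two-step: ATP depletion then ADP-to-ATP conversion for luciferase) reported PFK activity after 45 min room-temperature reaction of 1.25 nM enzyme with 0.5 mM F6P and 0.1 mM ATP at pH 8.0.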
# Eya2 phos inh: inhibitors of human Eya2 phosphatase activity. Potency, µM (titrated, usually from 76.9 µM), for inactives: at the top dose activity, negative = inhibition, most hits filed as inhibitors. 330,000 compounds, 0.006% hits. O00167. recombinant Eya2, OMFP fluorescence dephosphorylation (OMFP is methylfluorescein phosphate). AID 488837; further: potency means the concentration at half of the fitted maximal effect; on the % scale 0 is the no-effect control and ±100 the full control effect
#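 Eya2 (0.2 uM) preincubated 10 min at ambient with compound, then OMFP substrate added at 50 uM; 10 min reaction in 50 mM HEPES pH 7.5, 50 mM NaCl, 5 uM MgCl2, 0.05% BSA, 1 mM DTT. Fluorescence read at Ex 485/Em 525 nm.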
# * marks the source's active call; other numbers are inactive results; u = inconclusive; x = no result given; [ ] = remark or other dose. Unless noted, the call rests on the fitted dose curve; in most records, active means well fitted curve in the direction sought with a large enough effect; inconclusive means small, poorly fitted or top-dose-only effect, or another doubt; inactive means no such curve, though single readings can be large; an effect the other way counts as inactive or inconclusive.
SMILES,PTAP TSG101 blk,TCR activator,Integrin act MD,Mito fusion yeast,Chronic BCR inh,TSHR antagonist,ELG1 repair inh,S-ASM inh,A-T KAP1 phos,Tb PFK block,Eya2 phos inh
O=S(=O)(NCc1ccc2c(c1)OCO2)c1c(F)cc(F)cc1Br,-6%,5%,41%,16%,-3%,-5,-3%,-1%,18%,-7%,-1%
CC(/C=C/c1cccs1)=C\C(=O)O,-2%,x,9%,1%,29%,6,3%,-2%,0%,2%,5%
Cc1ccc(S(=O)(=O)N2CCCOC2CNC(=O)C(=O)NCc2ccccc2C)cc1 (configuration not stated),x,2%,-10%,2%,1%,9,-4%,-3%,-1%,0%,-4%
COc1ccccc1CC(=O)Nc1c[nH]c(=O)[nH]c1=O,-4%,-8%[46.1 µM],5%,-11%,4%,3,4%,6%,1%,-2%,4%
CC1=CC(C)(C)N2C(=O)C3(SCC(=O)N3c3ccc(O)cc3)c3cc(C)cc1c32 (configuration not stated),-1%,-1%,-5%,4%,-10%,-6,-8%,-1%,16%,-7%,6%
Cc1ccccc1OCC(=O)N/N=C/c1c(C)nn(-c2ccccc2)c1Cl,0%,-1%[46.1 µM],0%,0%,-2%,5,-9%,-5%,2%,-23%,4%
CCOC(=O)Cn1c(SC)nc2sc3c(c2c1=O)CC(C)(C)OC3,-3%,3%,-7%,3%,2%,-8,-17%,-3%,0%,0%,0%
Cc1ccc2sc(NNC(=O)c3ccc4c(c3)OCCO4)nc2c1C,-1%,-110%,8%,-1%,u,4,22%,-4%,-4%,-18%,3%
COC(=O)[C@@H]1C[C@@H](c2ccccc2)[C@H](C)C1(C)C,-2%,-7%,15%,-5%,-1%,8,-2%,3%,27%,-6%,15%
Cc1ccc(NC(=O)C2CCN(S(C)(=O)=O)CC2)cc1,-3%,5%,4%,-1%,-2%,3,0%,4%,1%,0%,7%
CC(C)(C)c1cc(-c2ccccc2)no1,1%,3%,-34%,-2%,u,3,u,-1%,0%,-6%,-6%
C1CCC(Nc2nc3nonc3nc2N2CCSCC2)C1,-4%,3%,11%,23%,0%,-3,-10%,0%,4%,7%,-4%
CCOc1ccc(NS(=O)(=O)c2ccc3[nH]c(=O)c(=O)[nH]c3c2)cc1,0%,-6%,20%,4%,-1%,19,8%,-2%,12%,-6%,-3%
O=C(COc1cc2oc(=O)c3c(c2cc1Cl)CCC3)NCc1ccncc1,-5%,10%,28%,-1%,-1%,-9,u,7%,-1%,-6%,-3%
O=C(O)c1ccccc1OCCOc1ccccc1C(=O)O,-11%,0%,-3%,-4%,-3%,-3,14%,1%,1%,0%,0%
CCOc1ccc(S(=O)(=O)N/N=C2/CC(c3ccccc3)Oc3ccccc32)cc1 (configuration not stated),-2%,0%,41%,12%,0%,8,0%,-10%,5%,5%,-24%
CCNC(=O)N1CCCC(C(=O)c2ccc3cc(OC)ccc3c2)C1 (configuration not stated),6%,6%,-12%,26%,-24%,-18,-1%,3%,2%,-2%,-6%
CCN(CC(=O)N1CCCC1)S(=O)(=O)c1ccc2ccccc2c1,1%,-4%,9%,3%,2%,1,-1%,6%,8%,-1%,-6%
COc1ccc(C(=O)c2cn(CC(=O)Nc3cc(OC)cc(OC)c3)c3ccc(OC)cc3c2=O)cc1,x,x,x,2%,12%,-11,x,x,-6%,u,-10%
O=C1C(C2=NC(c3ccccn3)C3C(=O)N(c4ccc(OC(F)(F)F)cc4)C(=O)C23)=C(O)c2ccccc21 (configuration not stated),-4%,5%,11%,0%,-5%,2,u,23%,-4%,0%,-3%
C=CCn1c(SCC(=O)NCC2CCCO2)nc2scc(-c3ccco3)c2c1=O (configuration not stated),-5%,x,15%,-2%,17%,3,-8%,-4%,3%,u,-11%
Cc1ccc(S(=O)(=O)N(C)c2ccc(OCC(=O)Nc3cccc(-n4cnnn4)c3C)cc2)cc1,-1%,4%,3%,4%,u,4,23µM*,-3%,-4%,0%,-8%
COc1ccc(S(=O)(=O)NN=C2CCCCC2)cc1,0%,14%,-7%[7.66 µM],0%,u,-7,14%,0%,1%,-3%,-11%
O=C(CN(C(=O)c1ccc2c(c1)OCCO2)c1ccccc1)NCC1CCCO1 (configuration not stated),-2%,8%,9%,6%,1%,-8,9%,2%,3%,2%,-5%
CCOC(=O)C1CCN(CCC(=O)Nc2ccccc2)CC1,-1%,-2%[46.1 µM],8%,0%,3%,8,-5%,1%,3%,0%,4%
CCOC(=O)c1ccc(CNC(=O)c2n[nH]c(=O)c3ccccc23)o1,-2%,x,-20%,4%,13%,11,8%,-4%,-9%,5%,0%
CN(C)C(=O)CSc1nnc([C@H](Cc2c[nH]c3ccccc23)NC(=O)OC(C)(C)C)o1,-4%,-9%,15%,-3%,u,-1,-8%,2%,2%,0%,1%
COc1cnn(Cc2ccccc2)c(=O)c1SCc1ccccc1,-4%,0%[46.1 µM],13%,3%,2%,-11,0%,2%,-2%,2%,0%
O=Cc1cccc(OCc2cccc3ccccc23)c1,-6%,5%,-10%,-8%,u,-9,u,-5%,6%,-1%,-2%
CCC(C(=O)Nc1cc(C(=O)Nc2cc(C)ccn2)ccc1Cl)c1ccccc1 (configuration not stated),-1%,-3%[46.1 µM],-32%,30%,1%,19,-29%,-7%,0%,3%,0%
CCOC(=O)c1[nH]nc(N)c1NC(=O)c1ccc(Cl)cc1Cl,-9%,7%[46.1 µM],-4%,12%,-15%,-12,9%,0%,9%,-2%,-4%
O=C(Cn1cccc1)NCc1cccs1,-1%,1%,-9%[7.66 µM],2%,-1%,7,4%,0%,-4%,-1%,15%
CCC(C)NC(=O)c1ccc(NC(=O)C2=C(C)OCCS2)cc1 (configuration not stated),1%,3%,15%,-6%,-2%,10,-1%,4%,-3%,0%,-23%
O=C(COc1ccc(Br)cc1)Nc1nnc(-c2cccnc2)s1,-1%,0%,u,4%,u,16,1%,-1%,0%,4%,-3%
CSc1cccc(NC(=O)CCCNC(=O)c2ccc(Cl)cc2)c1,-2%,5%,6%,3%,u,-8,-8%,0%,0%,1%,6%
COc1ccc(C2C(C#N)=C(N)Oc3c2c(-c2ccccc2)nn3-c2ccccc2)c(OC)c1OC (configuration not stated),-4%,1%[46.1 µM],14%,-1%,u,-23,18%,-9%,-3%,0%,6%
CN(C)C(=O)CSc1nc(-c2ccccc2)c(-c2ccccc2)o1,-3%,3%,11%,3%,13%,-2,-9%,-1%,10%,0%,4%
COC(=O)c1ccc(NC(=O)C23CC4CC(C2)CC(n2cnc(Cl)n2)(C4)C3)cc1,0%,-1%[46.1 µM],14%,10%,0%,11,5.8µM*,-7%,1%,0%,0%
CCOC(=O)C1=CN(CC)S(=O)(=O)NC1CC (configuration not stated),-2%,-4%[46.1 µM],16%,x,-3%,17,17%,-3%,6%,-3%,2%
CCc1ccc(C=NC23CN4CN(CN(C4)C2)C3)s1,-5%,2%,0%,3%,0%,6,u,0%,-9%,4%,5%
CC(C)N1C(=O)C(O)(C2COC(C)(C)CC2=O)c2ccccc21 (configuration not stated),-3%,1%,21%,2%,0%,-3,7%,-2%,1%,-6%,0%
CCCN(CC(=O)Nc1ccccc1C)C(=O)C1CC(=O)N(c2ccccc2C(C)CC)C1 (configuration not stated),-1%,-2%,-1%,5%,-2%,6,10%,1%,-6%,3%,16%
CC(=O)N(CCc1ccccc1)Cc1cc2cc(C)ccc2[nH]c1=O,4%,-2%,u,5%,u,5,-17%,-1%,-11%,-2%,2%

# High-throughput results (PubChem)
